Source: PubChem BioAssay (National Center for Advancing Translational Sciences (NCATS))
FLuc inh – blocks purified firefly luciferase enzyme activity. P08659. purified P. pyralis luciferase, luminescence, biochemical. Potency, µM (top dose mostly 115 µM), for inactives: at the top dose activity change, negative = inhibition, hits mostly inhibitors. 76,000 tested, 2.5% active; also: potency is read from the fitted curve at half-maximal effect; nearly all actives have a fitted effect of over 65% in size
Target sequence (P08659 whole entry, looked up): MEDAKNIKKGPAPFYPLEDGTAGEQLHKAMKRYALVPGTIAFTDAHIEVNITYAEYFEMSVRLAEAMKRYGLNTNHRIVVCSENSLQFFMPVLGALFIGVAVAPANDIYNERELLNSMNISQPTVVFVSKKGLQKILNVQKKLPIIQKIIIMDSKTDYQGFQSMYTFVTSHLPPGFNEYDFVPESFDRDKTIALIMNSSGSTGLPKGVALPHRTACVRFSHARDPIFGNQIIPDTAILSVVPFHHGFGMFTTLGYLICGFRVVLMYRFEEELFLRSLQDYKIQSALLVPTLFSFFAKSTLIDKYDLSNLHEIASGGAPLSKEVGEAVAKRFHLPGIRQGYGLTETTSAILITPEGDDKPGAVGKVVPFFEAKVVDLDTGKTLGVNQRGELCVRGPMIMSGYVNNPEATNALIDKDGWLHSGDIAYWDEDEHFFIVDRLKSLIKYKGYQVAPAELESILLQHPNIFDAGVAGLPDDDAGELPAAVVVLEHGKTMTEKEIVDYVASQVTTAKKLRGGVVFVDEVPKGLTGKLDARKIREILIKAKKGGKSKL
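Purified P. pyralis luciferase (10nM final) in 50mM Tris acetate pH 7.5, 10mM Mg acetate, 0.01% Tween-20, 0.05% BSA with 10uM D-luciferin and 10uM ATP. Compounds titrated qHTS. Luminescence imaged on CCD.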
HEK293 tox – HEK 293 cell cytotoxicity. 94,000 tested, 6.6% active. HEK 293 viability, ATP luminescence (CellTiter-Glo), 48-72 h. Potency, µM (titrated, usually from 115 µM), without a hit: at the top dose activity change, negative = cytotoxicity, actives largely listed as inhibitors; also: potency is read from the fitted curve at half-maximal effect; nearly all actives have a fitted effect of over 60% in size
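Cytotoxicity was scored by loss of ATP-coupled luminescence (CellTiter-Glo) in HEK 293 cells. Compound treatment ran 48 or 72 hr at 37 degree Celsius, 5% CO2, 95% humidity.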
NIH3T3 tox – kills NIH 3T3 cells; 94,000 tested, 4.3% active; Potency, µM (doses to about 96.7 µM), without a hit: top-dose activity change, negative = cytotoxicity, actives largely listed as inhibitors; NIH 3T3 viability, CellTiter-Glo ATP luminescence, 48-72 h; also: potency is read from the fitted curve at half-maximal effect; nearly all actives have a fitted effect of over 55% in size
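Luminescent ATP readout (CellTiter-Glo, 10 min RT) after 48 or 72 hr compound exposure of NIH 3T3 cells seeded at 400 cells/well in 1536-well format; quantitative HTS.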
IP6K1 inh – IP6K1 kinase inhibition | Q92551 | IP6K1 kinase, ADP-Glo luminescence, 2 h; hits give low values | activity change, % (series mostly up to about 58 µM) | 140,000 tested, 0.81% active | AID 1645851; in the data active = activity change below about -25%
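ADP-Glo luminescence measures ADP made by human IP6K1 during a 2 h RT reaction with ATP/IP6 (mix at 1.3 mM/130 uM); top library doses 57.5 and 19.1 uM final.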
HEK293 viab – counter-screen for SNCA expression inhibitors: cell viability; HEK-293-SNCA-luc viability, GF-AFC fluorescence, 24 h; AID 1671193; Potency, µM (titrated, usually from 57.1 µM), for the others: at the top dose activity change, negative = cytotoxicity, actives largely listed as cytotoxic; 150,000 tested, 0.12% active;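 also: potency is read from the fitted curve at half-maximal effect; 0% = DMSO-treated cells and -100% = medium-only wells without cells; nearly all actives have a fitted effect of over 30% in size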
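Cytotoxicity counterscreen: after 24 h compound treatment of genome-edited SNCA-luciferase HEK-293 cells, live-cell protease substrate GF-AFC read by fluorescence after 30 min; activity scaled between DMSO (0%) and medium-only (-100%), curves Hill-fitted.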
SNCA expr inhib – inhibitors of alpha-synuclein (SNCA) gene expression; Potency, µM (series often up to 57.2 µM), for the others: top-dose activity change, negative = inhibition, actives largely listed as inhibitors; AID 1671194; 140,000 tested, 0.17% active; HEK-293 SNCA-luciferase knock-in, luminescence, 24 h;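 also: potency is read from the fitted curve at half-maximal effect; plate controls were DMSO cells for no effect and cell-free wells for full effect; nearly all actives have a fitted effect of over 45% in size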
GPT2 inh – inhibitors of human GPT2 alanine aminotransferase; Q8TD30; Recombinant GPT2, coupled pyruvate oxidase/HRP Amplex Red fluorescence; Potency, µM (doses to about 57.7 µM), for the others: top-dose activity change, negative = inhibition, actives largely listed as inhibitors; 100,000 tested, 0.25% active; also: potency is read from the fitted curve at half-maximal effect; nearly all actives have a fitted effect of over 60% in size; many of its hits are not listed in these tables
Target sequence (Q8TD30 whole entry, looked up): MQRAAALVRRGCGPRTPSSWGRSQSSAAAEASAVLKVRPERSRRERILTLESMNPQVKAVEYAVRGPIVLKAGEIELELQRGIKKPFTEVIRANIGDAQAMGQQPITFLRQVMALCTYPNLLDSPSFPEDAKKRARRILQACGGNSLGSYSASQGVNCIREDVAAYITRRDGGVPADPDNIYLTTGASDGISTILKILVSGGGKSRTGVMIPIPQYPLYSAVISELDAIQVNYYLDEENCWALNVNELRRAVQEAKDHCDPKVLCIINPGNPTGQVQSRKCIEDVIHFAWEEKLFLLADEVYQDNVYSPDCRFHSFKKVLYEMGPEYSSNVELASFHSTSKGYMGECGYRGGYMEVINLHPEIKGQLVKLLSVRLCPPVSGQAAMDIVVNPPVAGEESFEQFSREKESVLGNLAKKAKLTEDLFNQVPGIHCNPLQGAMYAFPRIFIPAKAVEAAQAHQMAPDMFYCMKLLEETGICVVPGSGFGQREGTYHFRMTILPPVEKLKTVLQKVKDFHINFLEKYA
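Fluorescence of coupled pyruvate oxidase/HRP/Amplex Red system (50uM Amplex, 30 min, dark) reports pyruvate formed by GPT2. Enzyme reaction: 10ng/uL GPT2, 2mM L-alanine, 250uM a-KG, 30 min room temperature, pH 7.5; 50uM AOA control.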
* = called active by the depositor; i = inactive; ? = inconclusive; nt = no result given; & = joins results of further samples; [ ] = dose if it differs, or a comment. Unless noted, calls follow the shape of the dose curve; as a rule, active = well fitted curve in the direction sought with a large enough effect; inconclusive = small, poorly fitted or top-dose-only effect, or another doubt; inactive = no such curve, though single readings can be large; an effect the other way counts as inactive or inconclusive. Unless noted, % is scaled to controls: 0 for no effect and ±100 for the full control effect.

SMILES | FLuc inh | HEK293 tox | NIH3T3 tox | IP6K1 inh | HEK293 viab | SNCA expr inhib | GPT2 inh
CCC(=O)N1c2ccc(S(=O)(=O)CCC(=O)NCc3ccc(OC)cc3)cc2CC1C (configuration not stated) | nt | nt | nt | -2 | -5% | 3% | nt
CC(C)c1ccc(CN2CCCC(O)(CN3CCSCC3)C2=O)cc1 (configuration not stated) | -9% | ? | ? | -3 | -3% | -12% | -7%
O=C(Cn1c(-c2cccs2)cc2cc(F)ccc21)N1CCN(c2cccc(Cl)c2)CC1 | nt | nt | nt | -6 | 11% | -12% | nt
COc1ccc(Nc2ccnc(N3CCC(NC(=O)C4CC4)CC3)n2)cc1 | nt | ? | -20% | 3 | 2%[12.5 µM] | 4% | i
CC(=O)N1CCC(C(=O)N2CCCC(c3nc4ncccc4[nH]3)C2)CC1 (configuration not stated) | nt | i | 1% | 8 | 10% | 17% | -4%
CC(=O)Nc1ccc2c(c1)nc1n2[C@@H](CNCc2ccncc2F)COC1 | 0%[172 µM] | 4%[172 µM] | 3%[174 µM] | 11 | 8%[87.6 µM] | 5%[87.6 µM] | -4%[88.5 µM]
COc1cccc(-c2oc3ccc(C)cc3c(=O)c2O)c1 | nt | nt | nt | -6 | 14% | 282%[activator] | nt
Cc1ccc2oc(=O)n(CCNC(=O)Nc3ccc(C)c(F)c3)c2c1 | nt | nt | nt | 24 | 5% | 28% | nt
COc1ccccc1N1CCN(S(=O)(=O)c2ccc3c(c2)CCCN3C(C)=O)CC1 | nt | nt | nt | -7 | -1% | -1% | nt
CCCCCCNC(=O)Cc1csc2nc(C)c(-c3cc(C)n(-c4ccccc4OC)n3)c(=O)n12 | 2% | ? | ? | 2 | -17% | 3% | i
O=C(NC1CCCCC1)C1CCN(c2cn[nH]c(=O)c2)C1 (configuration not stated) | 3% | -19% | -7% | 16 | 0% | ? | 0%
COCCN(CCOC)c1ncnc2c1c(-c1ccccc1)cn2-c1ccc(C)c(Cl)c1 | nt | nt | nt | -2 | -1% | -16% | nt
CCOc1ccc(S(=O)(=O)N(CC(=O)NCCSc2ccccc2)c2ccccc2)cc1 | nt | nt | nt | 21 | -3% | -23% | nt
COc1ccccc1Cn1c(=O)[nH]c2cccnc21 | 4%[172 µM] | -4%[172 µM] | -18%[138 µM] | 15 | -12%[87.6 µM] | -25%[87.6 µM] | -3%[88.5 µM]
COc1cccc(C(=O)N2CCC(c3nn(C)c(=O)[nH]3)CC2)c1 | -9%[172 µM] | -19%[172 µM] | -16%[138 µM] | 7 | -6%[87.6 µM] | -15%[87.6 µM] | i
O=C(COC(=O)c1cccc(NC(=O)c2ccc(Br)cc2)c1)c1ccc(Cl)cc1 | nt | nt | nt | -5 | 4% | 167%[activator] | nt
COCC(=O)N[C@@H]1CCC[C@@H](C(=O)N(C)Cc2cccnc2)CC(=O)N(C)C1 | 0%[172 µM] | 2%[172 µM] | i | 6 | 2%[87.6 µM] | 15%[87.6 µM] | -5%[88.5 µM]
CCn1cc(S(=O)(=O)N2CCOc3ccc(CN4CCCCCC4)cc3C2)cn1 | 5% | ? | -7% | -11 | -26% | -17% | i
COc1ccc(NC(=O)Cn2ncc3c2-c2ccccc2OC3)cc1Cl | nt | nt | nt | 24 | 15% | 38%[activator] | nt
CC(C)CN1C(=O)c2cccn2CC1C(=O)NCCCOC(C)C (configuration not stated) | -2% | 2% | 3% | 15 | -8% | -6% | i
O=C(NCCc1ccccc1)N1CCC(N2CC3CC(C2)[C@H]2CCCC(=O)N2C3)CC1 (some centres not stated) | 3% | 8% | i | 0 | 2% | 7% | i
COCCNC(=O)C1c2ccccc2C(=O)N(c2ccccc2)C12CCCCC2 (configuration not stated) | 0% | -1% | -6% | 13 | -1% | 6% | i
CCCCNC(=O)c1cccc(-c2cc(N3CCN(C)CC3)nc(N)n2)c1 | -7% | ? | -8% | -1 | -7% | ? | -6%
Cc1ccc(CN2C(=O)NC3(CCCN(C(=O)c4ccc(F)c(Cl)c4)C3)C2=O)cc1 (configuration not stated) | -2% | ? | ? | 4 | 4% | -13% | i
O=C(NCc1cccs1)C1CCCN(c2nccc(Nc3ccccc3F)n2)C1 (configuration not stated) | nt | ? | ? | 7 | -11%[12.5 µM] | -29% | -5%
COc1cccc(CN2CCCC(C(=O)NCc3ccncc3)CCNC(=O)CC2)c1 (configuration not stated) | 6% | 1% | -25% | -7 | -2% | 27% | -1%
NC(=O)c1ccccc1 | nt | nt | nt | nt | 5% | 6% | i
CCCn1c(C)cnc1CC1CCN(C(=O)c2ccccc2F)CC1 | nt | -31% | -34% | 15 | 11% | 20% | -3%
COc1ccc(C(CNC(=O)COc2ccc(C)cc2)N2CCCCC2)cc1 (configuration not stated) | nt | nt | nt | -13 | 5% | 8% | nt
Cc1csc2nc(COC(=O)c3cccc(NC(=O)COc4ccccc4Cl)c3)cc(=O)n12 | nt | nt | nt | 2 | -10% | 56%[activator] | nt
Cn1c(SCc2cc(=O)c3cc(Cl)ccc3[nH]2)nnc1-c1ccccc1 | nt | nt | nt | -14 | 1% | -4% | nt
COc1ccc(-c2nc(C3CN(C(=O)NCc4ccccc4)C3)no2)cc1 | -21% | ? | ? | 20 | ? | 3% | ?
Cc1cccc(N(C)S(=O)(=O)c2ccc(-c3cc(C)no3)s2)c1 | nt | nt | nt | 8 | -15% | -30% | nt
CN1c2cc(C(=O)N3CCC(C(N)=O)CC3)ccc2C(=O)N2CCCCC21 (configuration not stated) | 0% | 5% | -11% | -15 | 18%[12.5 µM] | 2% | i
COc1cc2oc(-c3ccc(O)cc3O)cc2c(OC)c1CC=C(C)C | nt | nt | nt | -5 | -2% | nt | i
Cc1noc(-c2cn(C3CCN(C(=O)Cc4ccsc4)C3)nn2)n1 (configuration not stated) | -3% | -5% | i | 6 | 5% | 8% | i
O=C(NC1Cc2ccccc2C1)c1ccccc1C1CCNC1 (configuration not stated) | 0% | -4% | -1% | -3 | -6% | 27% | i
Cc1nn2c(-c3cccc(NC(=O)c4ccc(Cl)cc4)c3)nnc2c2ccccc12 | nt | nt | nt | -4 | -1% | 12% | nt
CCc1noc(CC2CCOC3(CCN(S(=O)(=O)c4ccc(Cl)cc4)CC3)C2)n1 (configuration not stated) | 4% | ? | ? | -5 | -10% | -8% | 3%
N#CC(=C(\N)Sc1ccccc1N)/C(C#N)=C(/N)Sc1ccccc1N | nt | nt | nt | nt | -26% | 2% | ?
CN(C)C[C@@H]1CN(S(C)(=O)=O)C[C@H]1NC(=O)c1ccncc1 | -14% | -19% | -17% | 26 | -3% | 13% | -1%
Cc1ccc(CNc2nc3c(S(=O)(=O)c4ccccc4)nnn3c3ccsc23)cc1 | nt | nt | nt | 13 | -5% | -9% | nt
Cn1nc(-c2ccncc2)cc1NC(=O)C1CCCC1 | nt | -30%[172 µM] | -15%[138 µM] | -6 | -6%[87.6 µM] | -7%[87.6 µM] | -3%[88.5 µM]
O=C(c1[nH]nc2c1COc1ccccc1-2)N1CCC(Cc2nncn2CC2CC2)CC1 | -16% | -28% | 40µM* | 0 | -4% | -5% | i
OC[C@@H]1CNC[C@H]1C1CCN(Cc2ccc(Cl)c(F)c2)CC1 | -7% | 40µM* | ? | -13 | 20%[12.5 µM] | ? | i
CCCc1noc(-c2ccn3c(CNC(=O)c4ccccc4OCC)nnc3c2)n1 | 6% | -9% | -14% | 45 | 2% | 0% | -12%
Cc1ccc(C(=O)N2CCCCCNC(=O)[C@@H]3CCC[C@@H]32)cn1 | -10% | i | -8% | 2 | 5% | -15% | 5%
O=C(c1cnc2c(c1)CCCC2)N1CCCn2nc(CO)cc2C1 | -3% | -4% | 5% | 22 | -7% | -6% | i
CCN(CC)C(=O)[C@@H]1CCC[C@@H](NC(=O)c2cnccn2)CN(C)C(=O)C1 | 14%[172 µM] | i | 4%[138 µM] | 8 | -1%[87.6 µM] | ? | -5%[88.5 µM]
CNC(=O)c1ccc(N2C(=S)N(c3cnc(C#N)c(C(F)(F)F)c3)C(=O)C23CCC3)cc1F | nt | nt | nt | -21 | 2%&0% | -21% | ?
CCCCc1ccc(NC(=O)CN2C(=O)NC3(CCS(=O)(=O)CC3)C2=O)cc1 | 2% | ? | -15% | 13 | -6% | -9% | -11%
CN1C(=O)c2cccn2CC1C(=O)Nc1ccc(F)cc1F (configuration not stated) | -7% | 3% | -4% | -2 | 5% | 38%[activator] | 0%
Cc1ccc(NC(=O)NC2CCN(CCn3nc4n(c3=O)CCCC4)C2)cc1F (configuration not stated) | nt | i | i | -3 | nt | nt | nt
O=C(NCc1ccccn1)C1CCN(CC2(O)CNCCOC2)CC1 (configuration not stated) | 4% | -6% | -5% | 13 | -11% | -1% | -33%
CCCCN(CC)C(=O)Nc1ccc2c(c1)N(C)C(=O)c1ccccc1S2 | nt | nt | nt | 0 | -6% | -13% | nt
NS(=O)(=O)c1ccc(F)c(C(=O)NCc2nc(C3CCCCC3)no2)c1 | 3% | i | -5% | 2 | -3% | -9% | i
COC(=O)c1ccccc1NC(=O)Cn1c(=O)n(-c2cccc(C(F)(F)F)c2)c(=O)c2c(C)c(C)sc21 | nt | nt | nt | 18 | -18% | 4% | nt
O=C(CSc1n[nH]c(-c2ccc(F)cc2)n1)NCCc1ccccc1 | nt | nt | nt | 4 | -11% | -19% | nt
Cc1ccc(Nc2ccnc(N3CCC(NC(=O)C4CC4)CC3)n2)cc1 | nt | 45µM* | ? | -6 | -3% | ? | i
O=C(N1CCCCC1)N1CCn2c(nnc2-c2cncc(Br)c2)C1 | nt | 5% | ? | 23 | -8% | 9% | i
CN1CC(=O)N(C2CCNCC2)Cc2c1ncnc2N1CCc2ccccc2C1 | nt | 2% | -13% | -21 | -2% | 38%[activator] | i
Cc1ccc(-c2nnc(C3CN(C(=O)c4cnccn4)CC34CCOCC4)o2)cc1 (configuration not stated) | 2% | i | i | -1 | 16% | 1% | i
COCCNC(=O)c1cc(-c2ccc(Cl)cc2)nc2c1cnn2C | nt | ? | ? | -5 | 2% | 1% | -2%

Retrieved by structure from the entries so far:
SMILES | FLuc inh | HEK293 tox | NIH3T3 tox | IP6K1 inh | HEK293 viab | SNCA expr inhib | GPT2 inh
Cc1ccc(-c2nnc(C3CN(C(=O)c4cnccn4)CC34CCOCC4)o2)cc1 (configuration not stated) | 2% | i | i | -1 | 16% | 1% | i
Cc1ccc(Nc2ccnc(N3CCC(NC(=O)C4CC4)CC3)n2)cc1 | nt | 45µM* | ? | -6 | -3% | ? | i
O=C(N1CCCCC1)N1CCn2c(nnc2-c2cncc(Br)c2)C1 | nt | 5% | ? | 23 | -8% | 9% | i
